# Screening results as filed in PubChem BioAssay.
# PI5P4K alpha inh = blocks human PI5P4K alpha kinase activity | P48426 | PI5P4Kalpha enzyme, ADP-Glo luminescence, 60 min; active compounds read low | max response, % | 330,000 compounds, 1.2% hits; active means max response of -50% or lower; inconclusive means between -30% and -50%; inactive means -30% or higher; further: value at the top dose of about 77 µM; on the % scale 0 is the no-effect control and ±100 the full control effect
#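 Human PI5P4Kalpha with substrate in 0.038 M HEPES pH 7.4, 0.28 mM EGTA, 0.1% CHAPS, 5% DMSO; reaction started with 5 microM ATP (final), 60 min at room temperature. ADP formed read by ADP-Glo luminescence.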
# GLP1R ag = agonists of human GLP-1 receptor; HEK293 GLP-1R CRE-luciferase, luminescence, 4-6 h; cells express a hypersensitive GLP-1R form; Potency, µM (top dose mostly 45.6 µM), without a hit: top-dose activation, hits mostly activators; 380,000 compounds, 0.007% hits; AID 624172; further: potency means the concentration at half of the fitted maximal effect; % of control where 0% means no effect
# Target sequence (P43220 whole entry, looked up): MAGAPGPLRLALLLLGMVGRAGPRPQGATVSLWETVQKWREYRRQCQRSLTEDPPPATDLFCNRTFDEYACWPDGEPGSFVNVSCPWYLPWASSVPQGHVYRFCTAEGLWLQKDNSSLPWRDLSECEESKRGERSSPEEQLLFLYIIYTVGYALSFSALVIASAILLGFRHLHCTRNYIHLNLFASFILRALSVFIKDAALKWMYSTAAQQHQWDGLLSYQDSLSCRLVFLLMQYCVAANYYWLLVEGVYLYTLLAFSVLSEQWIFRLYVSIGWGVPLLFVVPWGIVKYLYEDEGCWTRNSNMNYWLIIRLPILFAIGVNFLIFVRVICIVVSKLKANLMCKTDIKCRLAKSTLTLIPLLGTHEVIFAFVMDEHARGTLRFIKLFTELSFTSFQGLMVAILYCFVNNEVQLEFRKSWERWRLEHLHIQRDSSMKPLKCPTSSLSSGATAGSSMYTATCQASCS
# PLK1 PBD block = PLK1 (human) polo-box domain binding inhibition; Plk1 PBD binding of FITC phosphopeptide, fluorescence polarization; Potency, µM, without a hit: max response, negative = inhibition, hits mostly inhibitors; 360,000 compounds, 2.8% hits; further: potency means the concentration at half of the fitted maximal effect; series mostly up to about 57 µM; on the % scale 0 is the no-effect control and ±100 the full control effect; nearly all actives have a fitted effect of over 65% in size
# DRD3 antagonist = D3 dopamine receptor (human) antagonism; P35462; D3R cells, DiscoveRx beta-arrestin luminescence, antagonist mode; active compounds read low; max response, negative = inhibition, %; 360,000 compounds, 2.5% hits; in the data active means max response below about -50%; inconclusive means no clear call, values can overlap the other calls; further: on the % scale 0 is the no-effect control and ±100 the full control effect; mostly tested at two doses, the higher about 12 µM
# Target sequence (P35462 whole entry, looked up): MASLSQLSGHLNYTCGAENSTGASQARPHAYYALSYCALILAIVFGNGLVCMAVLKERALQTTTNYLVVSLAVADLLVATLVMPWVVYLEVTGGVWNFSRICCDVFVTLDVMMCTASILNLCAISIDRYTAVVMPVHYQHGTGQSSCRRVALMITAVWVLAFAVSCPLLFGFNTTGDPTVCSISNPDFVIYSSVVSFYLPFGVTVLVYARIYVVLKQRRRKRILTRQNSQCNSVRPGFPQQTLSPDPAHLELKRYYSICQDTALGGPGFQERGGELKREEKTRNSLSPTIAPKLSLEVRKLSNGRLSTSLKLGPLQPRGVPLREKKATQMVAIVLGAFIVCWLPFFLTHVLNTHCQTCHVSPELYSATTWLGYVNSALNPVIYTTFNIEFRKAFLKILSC
#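 Cells plated overnight at 1500 cells/well, then exposed to library compounds with dopamine controls for 90 minutes at 37 degrees C. DiscoveRx reagent added for 30–60 minutes at room temperature; luminescence read, quantitative HTS format.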
# DRD3 agonist = activates the human D3 dopamine receptor. 410,000 compounds, 0.58% hits. P35462. AID 652048. max activation, %. D3R DiscoveRx beta-arrestin cells, luminescence, 90 min; in the data active means max activation above about 30%; further: 0% is about no effect; mostly tested at two doses, the higher about 12 µM
#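 Agonist mode: compounds and dopamine controls were applied to plated cells for 90 min at 37 degrees C after an overnight attachment at 1500 cells/well. Luminescent read-out followed 30 - 60 minutes at room temperature with DiscoveRx detection reagent.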
# IL2 activator = activates IL-2 in a cell-based reporter assay. AID 652025. 360,000 compounds, 0.065% hits. activation, % (series mostly up to about 46 µM). IL-2 activation reporter assay, cell-based qHTS; stimulated with anti-CD3/CD4/CD28 beads; in transgenic mouse T cells; in the data active means activation above about 50%; inconclusive means mostly about 30% to 49%; further: 0% is about no effect
#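 EGFP and DsRed fluorescence is measured by plate cytometry in unstimulated transgenic mouse T cells exposed to compound for 60 minutes, then stimulated 18 hours at 37 degrees C with anti-CD3/anti-CD4 beads plus anti-CD28.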
# WRN helicase inh = inhibitors of human WRN helicase; Q14191; WRN helicase unwinding, fluorescent forked duplex, kinetic; Potency, µM (doses to about 114 µM), without a hit: at the top dose activity change, negative = inhibition, usual class: inhibitors; 360,000 compounds, 0.46% hits; AID 651768; further: potency means the concentration at half of the fitted maximal effect; on the % scale 0 is the no-effect control and ±100 the full control effect; nearly all actives have a fitted effect of over 55% in size
#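 WRN at 20 nM final was preincubated with compound for 15 min at room temperature; reaction started with 100 nM forked duplex oligonucleotide carrying fluorophore and quencher plus 2 mM ATP (final). Unwinding followed kinetically by red fluorescence (ex 525/em 598 nm).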
# HEK293 tox = cytotoxic in the GLP-1 receptor inverse agonist counter-screen; HEK293 cAMP-luciferase reporter cells, luminescence, 24 h; Potency, µM (highest dose often 38.3 µM), inactives show top-dose activity change, negative = inhibition, usual class: inhibitors; 410,000 compounds, 0.13% hits; AID 624418;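 further: loss of luciferase light is scored as toxicity; potency means the concentration at half of the fitted maximal effect; on the % scale 0 is the no-effect control and ±100 the full control effect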
#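 Quantitative HTS format, 1536 wells, 200 cells/uL seeded. Compounds: 23 nL, 24 h, 37 °C. Detection: luciferase reagent, luminescence at 12 min RT; decreased signal taken as cytotoxic.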
# GLP1R inv ag = GLP-1 receptor (human) inverse agonism; P43220; HEK293 GLP-1R CRE-luciferase, luminescence, 24 h; GLP-1R form is constitutively active; Potency, µM (highest dose often 38.3 µM), inactives show top-dose activity change, negative = inhibition, actives largely listed as inhibitors; 410,000 compounds, 1.6% hits; AID 624417; further: potency means the concentration at half of the fitted maximal effect; on the % scale 0 is the no-effect control and ±100 the full control effect; nearly all actives have a fitted effect of over 55% in size
#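 Readout was luciferase luminescence, measured 12 min after detection reagent at room temperature. Beforehand, GLP-1R reporter HEK293 cells had sat 12 h, then received compounds for 24 hr at 37 deg C.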
# An asterisk follows results filed as active; ? = inconclusive; nt = not tested or not shown; [ ] = dose if it differs, or a comment. Unless noted, the call rests on the fitted dose curve; in most records, active means well fitted curve in the direction sought with a large enough effect; inconclusive means small, poorly fitted or top-dose-only effect, or another doubt; inactive means no such curve, though single readings can be large; an effect the other way counts as inactive or inconclusive.
SMILES,PI5P4K alpha inh,GLP1R ag,PLK1 PBD block,DRD3 antagonist,DRD3 agonist,IL2 activator,WRN helicase inh,HEK293 tox,GLP1R inv ag
CCOC(=O)c1cnc2ccc(C)cc2c1Nc1ccc(N2CCOCC2)cc1,2,-11%,3%,-59*,12,-3.4,-2%,?,?
CCOC(=O)c1ccc(NC(=O)CSc2ccc(-c3ccncc3)nn2)cc1,-2,-1%,-4%,-5,-1,-1.8,3%[57.1 µM],0%,11%
CC1CCC2(CC1)NC(=O)N(CC(=O)NCCc1ccccc1)C2=O (stereo not drawn),0,5%,3%,-20,-9,-0.1,-28%,-15%,-18%
O=C(CC12CC3CC(CC(C3)C1)C2)N/N=C\c1ccc[nH]1,0,13%,-1%,11,1,-1.3,7%[57.1 µM],-1%,-28%
CCOC(=O)c1ccccc1NC(=O)c1c(F)c(F)c(F)c(F)c1F,nt,14%,-1%,8,2,0.0,-4%,-15%,0%
CC(=O)Nc1ccc(N2CCN(C(C)=O)CC2)cc1,nt,-3%,-2%,0,5,-1.2,-5%,5%,20%
CC(C)CNC(=O)COC(=O)c1c2c(nc3ccccc13)CCC2,?,22%,-15%,8,-3,0.4,-13%,-3%,-10%
CC1C/C(=N\NC(=S)NC(C)C)CC(C)(C)C1 (stereo not drawn),-1,-6%,-10%,-30,-3,-2.0,2%,?,4.5µM*
COc1ccccc1CNC(=O)C(C)Sc1ccc(C)cc1 (stereo not drawn),-15,9%,21µM*,-17,-14,3.3,5%,7%,?
CC(C)(C)n1nc2c(c1NC(=O)c1ccc(Br)o1)CS(=O)C2 (stereo not drawn),-1,-2%,-9%,15,-3,-2.5,9%,-14%,12%
CN1CCN(C(=O)c2cccc(-c3cnc4cnc(-c5ccccc5Oc5ccccc5)cn34)c2)CC1,6,21%,-8%,6,-4,-0.3,-6%[57.1 µM],20%,-23%
COc1cc(-c2nnc(SCc3c(F)cccc3Cl)o2)cc(OC)c1OC,17,10%,-14%,-18,14,1.0,-26%,-4%,?
COc1ccc(Cl)cc1NC(=O)NCCCl,-4,-6%,-8%,?,-16,0.2,2%,7%,-15%
COc1ccc(NC(=O)CS(=O)(=O)c2ccc(C)cc2)c(OC)c1,1,-5%,-11%,-20,-13,-3.4,10%,-4%,4%
CN1CCC(NC(=O)c2ccncc2)CC1,-10,-3%,3%,-24,4,-0.4,0%[57.1 µM],-16%,11%
O=[N+]([O-])c1ccc(Oc2cccnc2)nc1,13,9%,-6%,6,13,4.9,-25%,-5%,3%
Cc1cc(C)nc(OC(C(=O)O)C(OCCc2ccccc2)(c2ccccc2)c2ccccc2)n1 (stereo not drawn),3,-3%,-22%,1,0,-0.6,0%,-17%,?
O=C(N1CCCCC1)C1(c2ccccc2)CCCCC1,0,11%,-8%,8,-1,-1.9,10%,-11%,?
COc1ccccc1N1C(=O)c2cccc3c(N(C)CCO)ccc(c23)C1=O,-4,14%,-20%,6,4,-0.5,-8%[57.1 µM],106%[activator],46%[activator]
O=C(NCCc1ccccc1)c1ccc(NC(=O)C2CC2)cc1,-2,4%,3%,14,5,-0.3,-1%,2%,2%
CCCCC(CC)COP(=O)(OCC(CC)CCCC)OCC(CC)CCCC (stereo not drawn),12,-3%,-5%,4,-10,0.7,-4%,-3%,-12%
O=[N+]([O-])c1cc(Cl)ccc1Sc1ccccn1,2,25%,-3%,6,23,1.1,-17%,-4%,-6%
O=C(Nc1cccc2ncccc12)c1ccc(OCc2ccccc2)cc1,-5,-7%,-1%,24,10,0.0,11%,6%,8%
Cc1cccc(N(CC(=O)NC(C)(C)C)C(=O)CCC(=O)Nc2ccccn2)c1,3,0%,8%,5,1,-0.5,-2%,-6%,1%
CCn1cc(C(=O)NCCc2ccccc2)c(=O)c2cc(S(=O)(=O)N3CCOCC3)ccc21,nt,-1%,nt,nt,3,nt,nt,23%,4%
Cc1ccc(S(=O)(=O)NN2C(=O)/C(=C/c3ccc(F)cc3)SC2=S)cc1,?,-8%,?,-3,10,0.7,?,11%,?
O=c1[nH]c(C2CCCN(S(=O)(=O)c3cccc(Cl)c3)C2)nc2c1nnn2Cc1ccc2c(c1)OCCO2 (stereo not drawn),-5,21%,-3%,10,4,-0.7,-10%,-15%,6%
O=C(Nc1ccccc1)Nc1nnc(CSCc2ccccc2Cl)s1,-1,-20%,6%,32,6,0.6,-11%,-11%,-28%
Cc1ncsc1C(=O)NCc1ccc(N2CCCC2=O)cc1,nt,-5%,-3%,-8,2,-0.9,8%,10%,3%
COc1ccc(N2CCN(C(=O)CSc3nnc(-c4ccco4)n3C)CC2)cc1,0,10%,-14%,10,0,-0.2,-7%,-5%,0%
CC(=Nc1ccccc1)C1=C(O)CC(C)(C)CC1=O,-2,0%,-4%,5,3,-1.1,-21%,15%,7%
COc1ccccc1NS(=O)(=O)c1cccc(C(=O)N/N=C/c2ccc(N3CCOCC3)cc2)c1,-19,3%,2%,0,-18,-0.2,?,10%[1.53 µM],2%
CC(=O)NC(CCS(C)(=O)=O)C(=O)Nc1cccc(C)c1 (stereo not drawn),-3,4%,-13%,9,-4,0.4,9%,1%,-5%
COc1ccc(-n2c(Cc3cccn3C)nnc2SCC(=O)Nc2ccccc2F)cc1,-5,9%,-7%,?,-5,-4.3,-8%,6%,3%
CN(CCCN1CCCCC1)C(=O)CCc1nnc(C2CCCCC2)o1,-5,9%,-13%,-19,-4,1.6,2%,2%[7.66 µM],-11%[7.66 µM]
CCOc1ccccc1CNC(=O)c1cc2occc2n1C,0,-1%,3%,-4,4,-2.6,9%,7%,-27%
CC1CCN(S(=O)(=O)c2nnc(NC(=O)c3cccc([N+](=O)[O-])c3)s2)CC1,-7,0%,-13%,21,2,-2.4,6%,-4%,?
S=C1NCN(Cc2ccco2)CN1c1ccccc1,6,-1%,2%,14,-5,0.2,6%,2%,-5%
O=C(OCc1nc2scc(-c3ccccc3)c2c(=O)[nH]1)c1cccc([N+](=O)[O-])c1,-6,6%,30µM*,-20,-6,0.5,-22%,-21%,11%
CCCCn1c(N)c(N(CCOC)C(=O)CCNC(=O)c2ccc(Br)cc2)c(=O)[nH]c1=O,-1,-6%,0%,23,5,-2.3,6%,3%,10%
O=C(C1CC1)N1CCc2cc(S(=O)(=O)N3CCOCC3)ccc21,1,10%,-6%,-8,-1,0.4,7%,2%,36%
COc1cc(NC(=O)c2cccc3c(-c4cnn(C)c4)coc23)cc(OC)c1OC,-2,-3%,-3%,120,22,-0.7,-10%,-29%,?
CCN(Cc1nc2ccccc2c(=O)[nH]1)Cc1cc(=O)oc2cc(OC)ccc12,-11,-3%,-8%,-4,4,-0.3,6%,-8%,6%
CCCN(CC(=O)Nc1ccccc1OC)C(=O)c1cnc(Cl)c(Cl)c1,4,8%,-3%,18,8,1.2,21%,-11%,-12%
COc1ccc(C(=O)NC2CCN(C(=S)Nc3ccc(C)cc3)CC2)cc1,-1,-1%,0%,-16,-1,2.3,-9%,-6%,11%
COc1cc(OC)cc(-c2cc3nc(C)c(CCC(=O)O)c(C)n3n2)c1,-1,6%,-9%,3,7,-2.5,-5%,-17%,11%
NC(=O)c1cc(S(=O)(=O)N2CCOCC2)ccc1Sc1ccccc1N,4,15%,15µM*,-3,17,1.6,-10%,-6%,-4%
Cc1ccc(C(=O)NCCn2c(C)cc3ccccc32)cc1C,nt,9%,nt,nt,-21,nt,nt,-4%,?
CC(=O)c1c(C)n(-c2ccc(C)cc2)c2ccc(OC(=O)COc3ccccc3)cc12,nt,-2%,nt,nt,-12,nt,nt,-4%,5%
Cc1cc(C)n(CC(=O)NNC(=O)c2ccc(OC(F)(F)F)cc2)n1,3,12%,-13%,5,4,0.8,11%,7%,-5%
CC1Oc2ccccc2N(CC(=O)Nc2ccc3c(c2)OCO3)C1=O (stereo not drawn),nt,6%,-7%,17,4,-0.2,-4%,4%,-1%

# Compounds from the list above that have an aryl thioether with sulfur outside any ring (seven):
SMILES,PI5P4K alpha inh,GLP1R ag,PLK1 PBD block,DRD3 antagonist,DRD3 agonist,IL2 activator,WRN helicase inh,HEK293 tox,GLP1R inv ag
CCOC(=O)c1ccc(NC(=O)CSc2ccc(-c3ccncc3)nn2)cc1,-2,-1%,-4%,-5,-1,-1.8,3%[57.1 µM],0%,11%
COc1ccccc1CNC(=O)C(C)Sc1ccc(C)cc1 (stereo not drawn),-15,9%,21µM*,-17,-14,3.3,5%,7%,?
COc1cc(-c2nnc(SCc3c(F)cccc3Cl)o2)cc(OC)c1OC,17,10%,-14%,-18,14,1.0,-26%,-4%,?
O=[N+]([O-])c1cc(Cl)ccc1Sc1ccccn1,2,25%,-3%,6,23,1.1,-17%,-4%,-6%
COc1ccc(N2CCN(C(=O)CSc3nnc(-c4ccco4)n3C)CC2)cc1,0,10%,-14%,10,0,-0.2,-7%,-5%,0%
COc1ccc(-n2c(Cc3cccn3C)nnc2SCC(=O)Nc2ccccc2F)cc1,-5,9%,-7%,?,-5,-4.3,-8%,6%,3%
NC(=O)c1cc(S(=O)(=O)N2CCOCC2)ccc1Sc1ccccc1N,4,15%,15µM*,-3,17,1.6,-10%,-6%,-4%
